HGIII-sPLA2 inh – Inhibits HGIII-sPLA2 liposome hydrolysis, primary screen | actives 0.56% (n = 370,000) | inhibition, % at 12.2 µM | Q9NZ20 | AID 743126 | QFRET BODIPY PC-A2 liposome hydrolysis, fluorescence;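 active = inhibition above mean plus 3 SD of compounds lying within the high and low control bounds, cut at about 19% in these data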;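 also: 0% = median of test compound wells and 100% = no enzyme DMSO wells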
Target sequence (Q9NZ20 whole entry, looked up): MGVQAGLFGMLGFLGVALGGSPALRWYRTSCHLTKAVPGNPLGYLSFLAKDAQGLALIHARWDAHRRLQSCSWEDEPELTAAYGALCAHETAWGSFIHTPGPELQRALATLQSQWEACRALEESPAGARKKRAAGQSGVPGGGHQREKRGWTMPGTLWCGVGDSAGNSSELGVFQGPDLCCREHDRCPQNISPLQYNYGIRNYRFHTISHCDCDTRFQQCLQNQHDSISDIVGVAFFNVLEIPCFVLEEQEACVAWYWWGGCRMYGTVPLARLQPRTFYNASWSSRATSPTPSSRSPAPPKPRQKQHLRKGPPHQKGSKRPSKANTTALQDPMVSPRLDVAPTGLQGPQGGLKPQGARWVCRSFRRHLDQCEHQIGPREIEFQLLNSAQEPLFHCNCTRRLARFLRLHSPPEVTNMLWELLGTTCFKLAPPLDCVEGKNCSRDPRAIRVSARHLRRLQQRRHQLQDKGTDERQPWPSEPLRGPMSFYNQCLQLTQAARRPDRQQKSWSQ
hcDAF-12 act – H. contortus DAF-12 activation, primary screen; HEK293 hcDAF-12 lit1-tk-luc reporter, luminescence; 0% DMSO, 100% Δ7-dafachronic acid; actives 1.4% (n = 370,000); AID 652067; activation, % at 6.8 µM;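 active = activation above the mean of all tested compounds plus 3 SD, cut at about 5.5% in these data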;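 also: 100% = response to 3 µM Δ7-dafachronic acid high control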
FXN GAA850 act – frataxin GAA850 promoter activation. HEK293 lucGAA850 FXN promoter luciferase reporter, 24 h; percent of 10 µM SAHA response. activation, % at 6 µM. actives 0.56% (n = 360,000). AID 540364;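 active = activation above the average of all compounds screened plus 3 SD, cutoff fixed separately per campaign, cut at about 7.5% in these data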;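 also: 0% = DMSO wells and 100% = 10 µM SAHA wells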
PLCg1 inh – PLC-gamma1 (human) inhibition, primary screen; purified PLC-gamma1, fluorogenic substrate, fluorescence; actives 0.84% (n = 370,000); P19174; inhibition, % at 12.2 µM; in the data active = inhibition above about 9.5%
ADAM10 inh – inhibits human ADAM10 | O14672 | recombinant ADAM10, EDANS/DABCYL FRET peptide cleavage, 3 h | inhibition, % at 7 µM | actives 0.62% (n = 370,000);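 active = inhibition above a per-campaign cutoff equal to the mean of compounds falling between control-based bounds plus 3 SD, cut at about 20% in these data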;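 also: 0% = DMSO wells while the 100% control is not disclosed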
DAX1 inh-1 – inhibits human nuclear receptor DAX1 | AID 504766 | P51843 | HEK293 Gal4-DAX1 luciferase reporter, luminescence | actives 0.99% (n = 340,000) | inhibition, % at 6.75 µM;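 active = inhibition above the mean over all tested compounds plus 3 SD, cut at about 4.2% in these data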;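 also: 0% = DAX1-transfected cells with DMSO and 100% = empty-vector control cells with DMSO; inhibition shows as a rise in luminescence from relieved DAX1 repression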
Target sequence (P51843 207-470 limits assumed): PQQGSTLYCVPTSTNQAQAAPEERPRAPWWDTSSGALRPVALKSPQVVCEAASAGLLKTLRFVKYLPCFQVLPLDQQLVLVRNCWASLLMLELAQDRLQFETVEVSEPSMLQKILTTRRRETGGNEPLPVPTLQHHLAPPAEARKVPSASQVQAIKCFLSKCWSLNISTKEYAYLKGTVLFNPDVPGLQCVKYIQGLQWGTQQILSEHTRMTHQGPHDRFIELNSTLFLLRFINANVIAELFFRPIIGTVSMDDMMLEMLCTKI
hgDAF12 agonist – activates the H. glycines DAF-12 receptor ligand-binding domain. actives 1.8% (n = 370,000). AID 687014. HEK293 GAL4-hgDAF12 UAS-luciferase reporter, agonist luminescence; normalized to butyrate control. activation, % at 6.8 µM;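 active = activation above a cutoff set at the mean of all screened compounds plus 3 SD, cut at about 10% in these data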;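 also: 0% = DMSO wells and 100% = sodium butyrate wells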
ssDAF12 agonist – activators of S. stercoralis DAF-12 nuclear receptor; HEK293 ssDAF-12/GRIP1 lit1-tk-luc reporter, luminescence; % of 3 µM dafachronic acid response; activation, % at 6.8 µM; actives 1% (n = 370,000);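 active = activation above the mean over all tested compounds plus 3 SD, cut at about 0.9% in these data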;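 also: 0% = DMSO-only wells and 100% = 3 µM delta7-dafachronic acid wells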
DAX1 inh-2 – DAX1 (NR0B1) inhibition, primary screen. HEK293T StAR-luciferase reporter, SF-1/DAX-1 repression relief. inhibition, % at 6.8 µM. actives 1.1% (n = 370,000). AID 652010;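 active = inhibition above the mean over all tested compounds plus 3 SD, cut at about 3.6% in these data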;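 also: 0% = DAX-1 cells with DMSO and 100% = cells lacking DAX-1 with DMSO; higher inhibition means more luminescence from relief of DAX-1 repression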
PLCb3 inh – inhibitors of human phospholipase C beta3; Q01970; Purified PLC-beta3, fluorogenic substrate, fluorescence; inhibition, % at 12.2 µM; actives 0.18% (n = 370,000); in the data active = inhibition above about 11%;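 also: 0% = median of compound wells on plate and 100% = full blocker control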
ADAM17 inh – inhibits human ADAM17; P78536; AID 720648; actives 0.83% (n = 370,000); inhibition, % at 6.95 µM; recombinant ADAM17, EDANS/DABCYL FRET peptide cleavage;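 active = inhibition above the mean of compounds lying between control limits plus 3 SD, set per campaign, cut at about 8.5% in these data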;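 also: 0% = DMSO-only wells as the low control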
Starred values were filed as active, the others as inactive; nt = no result given. The order is random, and some 6.9% of all compounds hit somewhere here.

SMILES,HGIII-sPLA2 inh,hcDAF-12 act,FXN GAA850 act,PLCg1 inh,ADAM10 inh,DAX1 inh-1,hgDAF12 agonist,ssDAF12 agonist,DAX1 inh-2,PLCb3 inh,ADAM17 inh
CC(C)NC(=O)N(C)C[C@@H]1Oc2c(NC(=O)Nc3ccccc3)cccc2C(=O)N([C@H](C)CO)C[C@H]1C,-1,-2.3,-0.5,-2,0,-1.2,-1.8,-1.0,0.3,4,5
Fc1ccccc1-n1c(-c2ccc3ccccc3n2)n[nH]c1=S,5,0.0,3.0,-85,-3,1.7,8.7,-1.0,0.0,-131,-3
CC1(c2nnc(-c3ccc(Cl)cc3)o2)CC(c2c(Cl)cccc2Cl)=NO1 (centres undefined),-1,-1.2,-0.3,-1,1,-1.2,0.1,-1.4,-0.2,-1,-3
O=C(Nc1nc2c(F)cccc2s1)c1ccco1,0,5.6*,-1.5,-14,-9,0.3,16*,0.9,4.8*,-20,0
O=C(c1cccc(Cl)c1)N1CCC(c2nc3ccccc3[nH]2)CC1,4,-2.5,0.2,1,-6,-0.8,-2.1,-1.6,-0.2,-10,-5
O=C(Nc1ccc(OC(F)(F)F)cc1)c1ccc(S(=O)(=O)N2CCOCC2)o1,9,-2.0,-0.2,6,-11,-0.2,-1.0,-1.3,-1.3,-10,-5
O=C(O)CSc1c(O)c2ccccc2[nH]c1=O,2,2.0,-0.1,-10,-16,-1.2,1.7,0.0,-0.4,-11,-5
CNC(=O)C(=O)NCC1CCCN1S(=O)(=O)c1cccs1 (centres undefined),-5,-0.6,1.5,-2,1,0.1,0.2,-1.1,0.7,-3,-1
CCN(CC(=O)Nc1c(F)cccc1F)C(=O)Cc1ccc2c(c1)CCC2,4,-1.3,0.3,3,-1,-1.2,-1.8,-1.1,-0.4,-1,-2
CC(C)c1nnc(NC(=O)C2CCN(C(=O)Nc3ccccc3)CC2)s1,0,0.0,0.8,6,11,0.6,1.6,-1.4,0.3,-1,1
COc1ccc(-c2cn(-c3ccccc3)nc2C(=O)O)cc1OC,0,-0.7,0.6,-1,-9,-1.9,-2.3,-0.6,0.1,-2,0
Cc1ccc(S(=O)(=O)N2CCOCC2)cc1C(=O)NC1CCSc2ccccc21 (centres undefined),-3,2.7,0.4,9,9,1.0,0.9,-0.5,-1.7,-5,-3
CCOc1ccc(N2C(=O)CC(NCC#N)C2=O)cc1 (centres undefined),0,-0.2,1.2,1,4,0.1,2.2,-1.4,-0.2,-3,1
Cc1ccccc1NC(=O)Cc1nc(COC(=O)c2cccc([N+](=O)[O-])c2)cs1,-23,0.0,-1.2,-2,5,0.3,-1.4,-1.2,0.4,-4,4
CC(=O)n1cc(/C=N/NC(=O)c2ccc(Cl)cc2)c2ccccc21,3,0.6,1.6,-29,-2,-0.7,3.6,-0.7,0.2,-47,-3
COc1ccc(OC)c2[nH]c(C(=O)N/N=C/c3ccccc3O)cc12,-1,-3.5,-4.0,-37,-6,-3.4,-6.7,-1.5,-2.0,-59,-9
Cc1ccc(NC(=S)N(Cc2cccc(Br)c2)CC2CCC(C(=O)O)CC2)cc1Cl (centres undefined),-22,-0.1,-0.2,-1,-3,-0.7,2.0,-1.6,-0.4,-4,-2
CCOc1cc(C(=O)NCC(=O)N/N=C/c2sccc2C)cc(OCC)c1OCC,4,0.2,0.5,1,1,-0.5,-0.8,-1.0,0.6,-2,-1
O=C(Nc1nc(-c2cc3ccccc3oc2=O)cs1)c1ccco1,-5,1.1,1.6,-207,-143,1.6,5.3,-1.6,1.8,-281,-42
CCOC(=O)c1nn(-c2ccc(F)cc2)c(-c2ccccc2)c1C(=O)c1ccccc1,-3,-0.3,1.4,1,3,0.5,-1.7,-1.1,0.4,1,0
O=S(=O)(Nc1cc(S(=O)(=O)N2CCOCC2)ccc1NCC1CCCO1)c1ccc(F)cc1 (centres undefined),0,-0.9,-0.2,-2,4,0.6,1.3,-1.2,0.0,-3,1
O=[N+]([O-])c1cc(S(=O)(=O)N2CCCCC2)ccc1NCCCN1CCOCC1,3,1.2,0.1,-2,3,0.7,-2.1,-1.1,0.1,-5,-3
COC(=O)c1ccc(OC)c(Cn2c(=O)n(C)c(=O)c3ccccc32)c1,14,-2.3,2.6,0,-1,-0.1,-0.2,-0.6,-0.5,-1,-4
COC(=O)c1cccc(CN2C(=O)SC(Nc3ccccc3)C2=O)c1 (centres undefined),4,-1.0,1.1,-45,-14,1.6,-0.9,-1.3,0.1,-80,-8
CN1CCC(OC(=O)c2cc3cc(Cl)cc(Cl)c3oc2=O)CC1,-8,-1.4,-1.1,-65,-7,0.3,1.4,-1.6,-0.1,-74,-2
CCOC(=O)CSc1nnc(NC(=O)c2cccc(S(=O)(=O)N3CCCCCC3)c2)s1,-3,1.3,-0.7,-2,-4,-0.4,-0.9,-0.9,1.0,-2,-3
COc1ccccc1/C=N/NC(=O)CCn1cnc2ccccc21,-4,-0.7,0.0,0,2,2.0,-3.2,-0.7,-0.1,2,1
CCOC(=O)C1=C[C@@H](C(C)(C)C)N(S(=O)(=O)c2ccc([N+](=O)[O-])cc2)[C@H]1c1ccccc1,-1,-3.2,nt,0,7,nt,-1.0,-1.1,-3.5,0,2
O=C(NCc1ccncc1)C1CCCN(S(=O)(=O)c2cc(Cl)ccc2Cl)C1 (centres undefined),2,-2.8,-0.6,0,4,-2.7,-3.6,-1.4,-4.7,2,-1
CN(Cc1ccccc1)S(=O)(=O)c1ccc(NC(=S)NC(=O)C2CCCC2)cc1,3,-2.9,-5.3,-2,2,-3.8,-0.7,-2.7,-3.2,1,0
C[C@@H]1CCC[C@H](C)N1NC(=O)c1ccc(Cl)c(S(N)(=O)=O)c1,3,-1.7,0.7,3,-5,-0.5,0.6,-0.6,-0.5,-1,-3
O=C(COc1ccc2ccccc2c1Br)N1CCOCC1,-9,0.3,0.3,1,4,0.6,4.9,-0.7,-0.3,1,-2
Cc1cccc2cc(CNCc3ccccc3)c(Cl)nc12,0,-1.8,0.2,1,-8,0.2,1.1,-1.6,0.8,-2,1
COc1ccc(CCNC(=O)c2ccc(CNc3c(N4CCOCC4)c(=O)c3=O)cc2)cc1OC,5,-0.2,1.3,-2,5,-0.9,-0.7,-1.2,-1.0,2,-3
O=C(NCc1ccc2c(c1)OCO2)c1ccc(Cl)c(S(=O)(=O)N2CCOCC2)c1,2,-0.1,-1.8,3,10,-0.2,-2.0,-0.7,-0.2,6,-3
COc1ccccc1Nc1nnc(SCC(=O)Nc2nc(-c3ccc(F)cc3)cs2)s1,-3,0.1,0.2,-6,-3,-1.0,-1.2,-0.8,0.1,-10,-3
CN(Cc1c(O)ccc2c1oc(=O)c1ccccc12)C1CCCCC1,3,-1.3,-0.9,-245,-34,0.6,3.4,-2.0,0.2,-356,-7
Nc1cccc(C(=O)OCC(=O)Nc2cccc3c2C(=O)c2ccccc2C3=O)c1,0,-0.9,1.0,-3,6,0.0,0.3,-1.2,-1.1,-1,2
O=[N+]([O-])c1ccc2nc(-c3ccccn3)[nH]c2c1,-3,5.8*,1.1,6,13,3.0,9.1,0.1,3.6*,-6,4
COc1ccccc1N1CCN(C(=O)CCc2nnc3ccc(N4CCOCC4)nn23)CC1,6,-1.5,1.4,-3,-3,0.9,2.3,-1.0,-0.4,-8,-6
CCCCNC(=O)C1(C)CCCCN1C(=O)c1cc(C#N)cs1 (centres undefined),4,1.8,0.1,-2,-14,nt,1.2,-1.1,0.1,0,-5
CC(C)c1ccc(-n2c(-c3ccccc3)c[n+]3c2CCc2ccccc2-3)cc1,-9,-6.8,-12,2,-8,-8.2,-15,-3.8,-6.5,1,0
CCCCN1C(=O)C(CC(=O)NCc2cccs2)CC(C(=O)N2CCOCC2)=C1C (centres undefined),7,0.6,0.9,-1,-12,1.0,-2.3,-0.6,0.8,0,-4
C/C(=C\C(=S)Nc1ccccc1)Nc1ccccc1,-1,9.6*,4.4,0,6,-0.4,4.8,0.2,0.3,2,3
O=C(NCCCn1ccnc1)c1ccc(Br)c(S(=O)(=O)N2CCOCC2)c1,-1,-0.7,1.4,1,2,1.6,-0.7,-1.1,-0.1,1,-1
CCCCCCCN1N=C(C)C(C(=O)c2ccccc2)C1=O (centres undefined),7,-1.4,0.6,-3,-14,1.6,0.7,-0.9,0.5,-7,-3
CCCCOCCCn1cnc2c([nH]c3cc(OC)ccc32)c1=O,0,0.7,0.1,1,3,0.9,-1.1,-1.2,-0.9,3,2
COc1cccc(C(=O)Nc2cccc(OCC(=O)c3ccccc3)c2)c1,-1,-2.5,2.4,0,6,-0.5,0.7,-1.0,-1.4,4,-3
CC1CCCC(C)N1C(=O)CSc1nnnn1Cc1ccccc1 (centres undefined),-3,-1.3,-0.1,-1,-7,0.3,-1.3,-1.5,-0.3,1,-4
O=C1CCCN1CCCNc1ncnc2sccc12,1,0.8,1.3,3,1,-0.2,-1.8,-1.2,-0.2,-1,2
CN(C)S(=O)(=O)Nc1ccc(C(=O)O)cc1,0,2.5,-0.9,0,1,0.6,-1.1,-1.5,0.0,-1,-4
Nc1ccc2c(c1)C(=O)c1ccc(Br)cc1-2,17,2.7,1.6,0,-7,-1.1,8.6,-0.8,-1.5,2,-2
COc1ccc2c(c1)c(C(=O)N/N=C/c1ccc(Cl)cc1)c(C)n2C,6,-0.9,-1.6,-4,4,-0.7,1.0,-1.4,-0.4,-8,-3
COc1ccc(NC(=O)NNC(=O)C(O)(c2ccccc2)c2ccccc2)cc1,-3,2.1,-0.7,4,11,-0.5,-0.5,-1.3,-0.2,-3,5
CN1CCN(CCCNC(=O)CCCOc2cc(=O)n(C)c3ccccc23)CC1,0,0.4,-0.5,5,7,3.1,-1.3,-1.1,0.4,7,2
COc1cccc(C(O)c2nc(-c3ccc(OC)nc3)cs2)c1 (centres undefined),-5,-3.1,-0.8,3,-11,nt,-1.2,-1.4,-1.7,-2,-3
COc1cc(/C=N/N=C(/N)c2nonc2N)cc(Br)c1OCc1ccccc1C,-3,-3.2,5.4,2,12,1.5,3.5,-1.2,-0.9,3,-3
